Screening data (PubChem BioAssay)
APJ agonist: activates the human apelin receptor APJ; P35414; CHO-K1 APJ PathHunter beta-arrestin, luminescence; 0% DMSO wells, 100% apelin; activation, % at 20 µM; 0.11% of 330,000 active; AID 2520;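 active = activation more than six SD over the plate average, tested at 20 µM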;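 also: 0% = DMSO alone and 100% = apelin-13 at 10 nM; some results filed as inactive read as strong as hits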
Target sequence (P35414 whole entry, looked up): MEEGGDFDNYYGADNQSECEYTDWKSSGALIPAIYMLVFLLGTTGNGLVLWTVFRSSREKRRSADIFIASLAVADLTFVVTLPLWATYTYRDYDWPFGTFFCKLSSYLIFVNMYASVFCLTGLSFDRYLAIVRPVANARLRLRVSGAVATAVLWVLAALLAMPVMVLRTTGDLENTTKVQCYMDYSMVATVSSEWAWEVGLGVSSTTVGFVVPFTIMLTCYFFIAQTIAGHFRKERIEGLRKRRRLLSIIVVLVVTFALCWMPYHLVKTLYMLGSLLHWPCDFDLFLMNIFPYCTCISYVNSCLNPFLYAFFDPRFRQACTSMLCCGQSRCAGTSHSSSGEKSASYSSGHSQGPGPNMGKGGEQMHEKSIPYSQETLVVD
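Assay system – PathHunter CHO-K1 APJ (AGTRL-1) beta-arrestin reporter cells · Compound – one dose, 20 µM compound, 1% DMSO · Timing – compound 90 min 25 °C, reagent 1 h · Measured by – luminescence from split beta-galactosidase complementation, Galacton Star/Emerald II substrate · Measure – beta-arrestin recruitment to APJ as agonist activity, luminescent signal · Benchmarks – DMSO vs Apelin-13 10 nM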
XBP1 UPR activ: activators of adaptive arm of unfolded protein response (XBP1); CHO-XBP1 luciferase reporter, IRE1-XBP1 UPR activation, luminescence; percent of tunicamycin response, DMSO as zero; activation, % at 20 µM; 0.33% of 330,000 active;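 active = versus positive control, 20 µM dose yields 30% or more activation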;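 also: 100% = tunicamycin at 10 µg/mL and 0% = DMSO only wells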
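Material – CHO cell line with stable XBP1 luciferase reporter · Buffer or medium – F12 plus 10% FBS · Compound – single point, 20 µM final compound, 1% DMSO · Schedule – 16-18 h cell attachment at 37 °C, then 6 h compound exposure · Signal – Steady-Glo luminescence read · Benchmarks – high control tunicamycin 10 µg/mL final, low control DMSO vehicle only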
tim23-1 inh: growth inhibitors of tim23-1 mutant yeast; S. cerevisiae tim23-1 growth, BacTiter-Glo luminescence, 24 h; inhibition, % at 20 µM; 1.3% of 330,000 active; AID 463212;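 active = growth inhibition of the mutant yeast at or above 50%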;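 also: temperature-sensitive mutant grown at 25 °C; plate controls were DMSO-treated mutant yeast for no effect and medium wells lacking yeast for full effect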
Mdm2 MdmX PPI: inhibitors of human Mdm2/MdmX interaction | O15151+Q00987 | SaOS-2 split-luciferase Mdm2/MdmX complementation, luminescence | inhibition, % at 8 µM | 3% of 330,000 active;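 active = inhibition of at least 50% at 8 µM in the primary screen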
APJ antag: antagonists of human APJ apelin receptor. CHO-K1 APJ beta-arrestin complementation, luminescence. inhibition, % at 20 µM. 0.32% of 330,000 active;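 active = inhibition above about 40% at 20 µM, limit read from the data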;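 also: cells challenged with 10 nM apelin-13 agonist together with compound; plate controls were apelin-13 plus DMSO wells for no effect and DMSO wells lacking apelin-13 for full effect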
UPR CHOP act: apoptotic UPR (CHOP) activation; CHO-CHOP luciferase reporter, luminescence; percent of tunicamycin response over DMSO baseline; activation, % at 10 µM; 0.34% of 330,000 active;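 active = at 10 µM dose, activation of 40% or more, normalized to positive control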;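 also: 100% = tunicamycin at 10 µg/mL and 0% = DMSO alone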
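System: CHO CHOP reporter cells. Amount: 500 cells per well. Buffer or medium: F12 medium, 10% FBS. Compound dosing: one dose, 10 µM in 0.5% DMSO. Incubation: 6 h compound exposure at 37 °C after overnight seeding. Technique: Steady-Glo luciferase luminescence. Benchmarks: tunicamycin and DMSO controls.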
Jurkat NFkB inh: inhibitors of the PMA/ionomycin-induced NF-kB reporter in Jurkat cells; AID 435003; 0.53% of 330,000 active; inhibition, % at 4 µM; PMA/ionomycin-induced NF-kB luciferase reporter, luminescence; in the data active = inhibition above about 50%
697 NFkB inh: inhibitors of the PMA/ionomycin-induced NF-kB reporter in 697 B cells; 697 B-cell NF-kB luciferase reporter, 16 h; inhibition, % at 4 µM; 0.33% of 330,000 active; AID 435022; in the data active = inhibition above about 35%
The depositor's hits bear a star.

Preview:
Structure	APJ agonist	XBP1 UPR activ	tim23-1 inh	Mdm2 MdmX PPI	APJ antag	UPR CHOP act	Jurkat NFkB inh	697 NFkB inh
Cc1ccc(C(=O)NNC(=O)c2ccc(Br)s2)cc1S(=O)(=O)N1CCOCC1	-2	-1	-6	27	15	0.3	-9	12
O=C(Nc1ccc(F)c([N+](=O)[O-])c1)C(=O)c1c(O)[nH]c2ccccc12	-3	3	18	-16	10	0.0	9	-3
OCCC1CN(Cc2cccc3c2OCO3)CCN1C1CCCCC1 (centres undefined)	-4	1	-3	4	20	-1.7	5	9
COc1ccc(NC(=O)CN(C)C2CCCCC2)cc1Cl	-3	-4	7	5	-4	-1.4	7	-24
Cc1cc(Cl)c(S(=O)(=O)Nc2ccc3c(c2)OCO3)cc1OCC(=O)NC1CCCCC1	-3	-3	0	13	4	0.8	16	4
CCOc1ccc(CNC(=O)C2Cc3cc(S(=O)(=O)N4CCCCC4)ccc3N2C(C)=O)cc1 (centres undefined)	-2	-3	16	-4	4	2.1	4	8
CCc1nnc(NC(=O)CSc2ncnc3c2oc2ccccc23)s1	0	3	-4	48	15	-0.8	3	-6
O=C(c1ccccc1)c1ccc2cc(O)ccc2c1	-5	5	59*	7	-18	5.4	-30	-35

All compounds of this part, from the first entry:
Structure	APJ agonist	XBP1 UPR activ	tim23-1 inh	Mdm2 MdmX PPI	APJ antag	UPR CHOP act	Jurkat NFkB inh	697 NFkB inh
Cc1ccc(C(=O)NNC(=O)c2ccc(Br)s2)cc1S(=O)(=O)N1CCOCC1	-2	-1	-6	27	15	0.3	-9	12
O=C(Nc1ccc(F)c([N+](=O)[O-])c1)C(=O)c1c(O)[nH]c2ccccc12	-3	3	18	-16	10	0.0	9	-3
OCCC1CN(Cc2cccc3c2OCO3)CCN1C1CCCCC1 (centres undefined)	-4	1	-3	4	20	-1.7	5	9
COc1ccc(NC(=O)CN(C)C2CCCCC2)cc1Cl	-3	-4	7	5	-4	-1.4	7	-24
Cc1cc(Cl)c(S(=O)(=O)Nc2ccc3c(c2)OCO3)cc1OCC(=O)NC1CCCCC1	-3	-3	0	13	4	0.8	16	4
CCOc1ccc(CNC(=O)C2Cc3cc(S(=O)(=O)N4CCCCC4)ccc3N2C(C)=O)cc1 (centres undefined)	-2	-3	16	-4	4	2.1	4	8
CCc1nnc(NC(=O)CSc2ncnc3c2oc2ccccc23)s1	0	3	-4	48	15	-0.8	3	-6
O=C(c1ccccc1)c1ccc2cc(O)ccc2c1	-5	5	59*	7	-18	5.4	-30	-35
COC(=O)[C@@H]1C[C@@]2(O)[C@H](O)[C@H](O)[C@H](O)C[C@H]2N1Cc1cc(OC)cc(OC)c1	-2	-1	7	5	-14	-1.2	-14	-12
CCn1c(-c2ccc(-c3ccccc3)cc2)c[nH]c1=S	0	7	2	-43	-12	2.0	-36	-52
NC(=O)CCN1CCN(Cc2nc(C(c3ccccc3)c3ccccc3)no2)CC1	-3	-4	13	17	6	1.5	2	11
O=C1NC(=NCc2ccccc2)S/C1=C/c1ccc(O)cc1	1	-2	0	32	4	3.1	3	-10
COc1ccc(NC(=O)CCNS(=O)(=O)c2cccc(C(C)=O)c2)cc1S(N)(=O)=O	-3	-1	-11	16	11	1.8	-5	-16
Cc1nn(-c2ccccc2)c(C)c1NC(=O)c1cccs1	-3	0	15	12	-6	0.6	1	-36
CC(=O)C1=C(O)C(=O)N(c2ccc(S(=O)(=O)Nc3nccs3)cc2)C1c1ccc(F)cc1 (centres undefined)	0	-2	20	1	-9	-0.8	-1	10
CCCCCCCCN1[C@@H](CC(C)=O)c2cc(C(F)(F)F)ccc2S1(=O)=O	5	-3	13	-2	-5	-0.4	8	-30
O=C1c2ccccc2C(=Nc2ccccc2)C1c1cccc(Br)c1 (centres undefined)	-5	4	9	-17	23	0.1	7	-50
COc1ccc(C)cc1NC(=O)c1cc2c(CO)cnc(C)c2oc1=N	-3	-3	10	-15	-9	1.3	10	-10
COc1cccc(NC(=O)N2CCN(S(C)(=O)=O)CC2)c1	-4	1	18	11	-3	-1.2	10	7
c1ccc(-c2cc3ccccc3cn2)cc1	-3	4	51*	-77	-4	4.4	-109	-151
CCN(CC(=O)NCCc1ccc(S(N)(=O)=O)cc1)Cc1nc2cc(OC)c(OC)cc2c(=O)[nH]1	-3	-2	1	4	8	0.5	11	17
O=C(COC(=O)CCS(=O)(=O)c1ccc(F)cc1)NC1CCCCC1	-2	1	8	-2	12	0.2	-6	21
O=C(c1ccc(Cl)cc1Cl)N1CCc2ccccc21	0	-5	25	20	17	0.8	8	-1
O=C(CC(n1cncn1)C(Cl)(Cl)Cl)c1ccc([N+](=O)[O-])cc1 (centres undefined)	3	-2	26	2	-43	0.1	11	20
COC(=O)c1ccsc1NC(=O)c1ccc(Cl)s1	-3	1	1	22	16	-0.4	0	0
Cc1cccc(NC(=O)C(Cc2ccccc2)n2cccc2)c1 (centres undefined)	0	1	28	24	4	-2.0	-7	4
Cc1ccc(-n2ncc(C(=O)N3CCN(C(=O)c4ccco4)CC3)c2C2CCN(C(=O)OC(C)(C)C)CC2)cc1C	-1	-4	7	15	20	-0.6	-14	-2
NNc1nc2cc3c(cc2s1)OCCO3	-3	-4	10	0	-37	-1.4	-14	-74
CC(=O)Nc1cc(-c2nn3c(C)nnc3s2)ccc1C	-3	-4	11	17	3	13	7	13
Cc1ccc(COc2ccsc2C(=O)NNC(N)=S)cc1	1	-2	9	-35	-10	-1.5	-2	-7
CC(C)(C)OC(=O)CNC(=O)c1nc[nH]c1C(=O)NCc1ccc(CNC(=O)OC(C)(C)C)cc1	1	-2	11	12	-4	-0.1	1	1
Cc1ccc(C(=O)NC(=S)Nc2nc(-c3cccc([N+](=O)[O-])c3)cs2)c(Cl)c1	-8	1	-4	14	-3	1.2	-18	1
Cc1ccc(C(=O)C=CNNC(=O)c2ccccc2)cc1	-4	1	24	4	23	1.7	-9	-15
COC(=O)CSC(C(=O)Nc1ccc(C)c(C)c1)c1ccccc1 (centres undefined)	-5	2	22	14	2	2.6	-3	28
CC(=O)N(c1ccccc1)c1nnc(-c2cnc(C)cn2)s1	-5	5	5	-207	2	2.0	-133	-29
CCc1nc2sc(C(=O)O)c(N)c2c2c1CCCC2	-3	0	-17	-4	6	2.1	4	-11
Cn1c(N)c(C(=O)COC(=O)Cc2ccccc2F)c(=O)n(C)c1=O	-3	3	12	22	3	1.5	6	12
CNC(=S)NNC(=O)c1cccs1	-5	4	6	-22	7	2.2	-6	8
Cc1ccc(S(=O)(=O)Nc2cc(C)on2)cc1	-2	-2	10	-21	10	2.0	-8	-19
Cc1nc(NC(=O)C23CC4CC(CC(C4)C2)C3)sc1Cc1ccc2c(c1)OCO2	0	1	2	-32	-2	8.7	-8	-36
Cc1nnc(N/N=C/c2c[nH]c3ccccc23)[nH]c1=O	-1	0	15	-1	-28	0.3	8	1
O=C(c1ccc2c(c1)OCCO2)N(c1ccccn1)C1CCCCC1	-4	-1	26	-7	-4	-0.3	0	5
CCCCCCCc1nc2c(=O)n(C)c3ccccc3c2o1	-3	2	29	-42	12	1.3	-5	-19
COc1ccc2oc(=O)cc(C)c2c1	5	4	10	3	18	-0.4	-2	2
CCCCCC(=O)N1CCN(S(=O)(=O)c2ccc3c(c2)OCCCO3)CC1	-3	-3	21	-5	10	-1.6	12	-6
CSCC[C@H](NC(=O)[C@H](Cc1ccccc1)n1c(=O)[nH]c2ccccc2c1=O)C(=O)N1CCC(C(=O)O)CC1	-2	1	7	15	-3	-2.4	-10	10
Cc1ccccc1C(=O)NC1CC(C)(C)NC(C)(C)C1	-3	-5	5	-20	9	0.4	-1	7
O=C1OCCC1Sc1nnc(-c2ccccc2Br)n1Cc1ccccc1 (centres undefined)	-2	0	21	29	2	0.1	8	3
CC(C)(C)Nc1nc(Cl)nc(N(C#N)CN2C(=O)c3ccccc3S2(=O)=O)n1	-2	-2	31	10	12	0.5	-9	10
COCCN(C(=O)COC(=O)c1ccc2c(c1)OCCO2)c1c(N)n(Cc2ccccc2)c(=O)[nH]c1=O	3	-1	14	19	-3	0.5	1	3
COc1ccc(C2C(C#N)=C(N)OC(C(C)(C)C)=C2C#N)cc1OC (centres undefined)	-1	-4	28	12	14	-1.2	2	24
O=C(O)Cn1nc(-c2ccccc2)oc1=O	0	3	-3	18	17	0.5	18	-1
COc1ccccc1NC(=O)C(C)OC(=O)CCCOc1ccccc1 (centres undefined)	0	3	-7	-5	-1	0.1	8	-6
CC(NC(=O)c1cn(C)c2ccc(S(=O)(=O)N3CCCC3)cc2c1=O)c1ccc2c(c1)OCCO2 (centres undefined)	0	0	6	7	-11	0.3	-6	1
Cc1cccc(-n2nnnc2SCn2nnc3ccccc3c2=O)c1	-1	1	30	-18	-4	2.1	6	-28
C/C(=N/NC(=O)c1ccoc1C)c1ccc(NC(=O)c2ccncc2)cc1	0	2	4	-12	25	3.6	-13	-40
N#C/C(=C/c1ccc(N2CCOCC2)o1)C(=O)N1CCOCC1	0	-3	-4	11	6	0.0	-4	-15
O=C(c1ccco1)N1CCN(C/C=C/c2ccccc2)CC1	1	1	20	10	13	2.0	-29	-58
